Screening data (PubChem)
LMPTP block: blocks human LMPTP phosphatase; recombinant LMPTP-A, OMFP fluorogenic substrate, fluorescence intensity; inhibition, % at 20 µM; 360,000 compounds, 0.22% hits; P24666;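 active = compounds that cut the enzyme signal by at least half of the control window in the single-dose screen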;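 also: plate controls were DMSO wells with enzyme plus substrate for no effect and substrate without enzyme for full effect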
Target sequence (P24666 whole entry, looked up): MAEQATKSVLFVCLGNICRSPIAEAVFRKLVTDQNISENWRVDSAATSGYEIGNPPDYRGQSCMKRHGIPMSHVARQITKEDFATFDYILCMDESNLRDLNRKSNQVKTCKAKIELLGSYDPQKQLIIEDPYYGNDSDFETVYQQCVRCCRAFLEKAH
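Assay system: LMPTP-A phosphatase enzyme | Input: 0.625 nM enzyme | Also added: Fluorogenic phosphatase substrate OMFP at 400 µM final | Compound dosing: One test concentration per compound, 20 µM, with 3% DMSO overall | Schedule: 50 min enzyme reaction at room temperature, protected from light | Signal: Fluorescence intensity | Benchmarks: no-enzyme and uninhibited controls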
STEP block: STEP (human) phosphatase inhibition. P54829. recombinant STEP, OMFP fluorogenic substrate, fluorescence. AID 588621. 360,000 compounds, 0.25% hits. inhibition, % at 20 µM;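 active = inhibition at 20 µM, scaled per plate between control wells, above about 37%, limit read from the data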;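 also: 0% = DMSO with enzyme and substrate and 100% = substrate only without enzyme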
Target sequence (P54829 whole entry, looked up): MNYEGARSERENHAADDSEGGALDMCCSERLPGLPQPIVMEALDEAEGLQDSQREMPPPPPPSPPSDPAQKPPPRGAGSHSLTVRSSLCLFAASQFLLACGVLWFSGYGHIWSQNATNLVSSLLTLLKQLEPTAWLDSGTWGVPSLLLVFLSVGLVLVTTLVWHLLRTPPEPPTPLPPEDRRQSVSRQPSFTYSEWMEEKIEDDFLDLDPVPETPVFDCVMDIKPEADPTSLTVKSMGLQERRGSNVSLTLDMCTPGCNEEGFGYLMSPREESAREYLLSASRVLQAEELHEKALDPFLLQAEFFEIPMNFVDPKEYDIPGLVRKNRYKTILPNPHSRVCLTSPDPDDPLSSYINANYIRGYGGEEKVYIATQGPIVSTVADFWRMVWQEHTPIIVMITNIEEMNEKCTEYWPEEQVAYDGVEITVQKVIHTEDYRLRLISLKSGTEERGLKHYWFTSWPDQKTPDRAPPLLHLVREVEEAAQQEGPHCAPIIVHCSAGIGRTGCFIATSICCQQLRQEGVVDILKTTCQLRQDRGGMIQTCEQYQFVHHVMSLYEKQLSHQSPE
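medium = Bis-Tris buffer pH 6.0, 2.5 mM DTT, 0.005% Tween 20 | test system = STEP (striatal-enriched tyrosine phosphatase) enzyme, cell-free | measure = normalized % inhibition | compound dosing = 20 µM, 1% DMSO | also added = 25 µM OMFP | schedule = reaction 20 min, ambient temperature | measured by = fluorescence read at 480 nm ex / 540 nm em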
Scp-1 inhibitor: blocks human Scp-1 phosphatase activity. Q9GZU7. Recombinant Scp1, phosphopeptide, malachite green phosphate absorbance. inhibition, % at 20 µM. 340,000 compounds, 0.88% hits. AID 493091;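 active = inhibition above about 50% at 20 µM, limit read from the data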;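 also: plate controls were DMSO wells with enzyme for no effect and wells lacking enzyme for full effect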
Target sequence (Q9GZU7 76-261 limits assumed): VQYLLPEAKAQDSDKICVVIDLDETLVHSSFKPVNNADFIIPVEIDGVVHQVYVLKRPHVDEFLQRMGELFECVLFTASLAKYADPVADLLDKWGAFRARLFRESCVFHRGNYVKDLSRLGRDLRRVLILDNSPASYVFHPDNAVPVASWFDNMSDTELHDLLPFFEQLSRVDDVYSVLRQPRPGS
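Assay system: SCP-1 catalytic fragment, aa 76-261 | Buffer or medium: Tris acetate buffer pH 5.5 with MgCl2 and Tween-20 | Compound: One concentration, 20 µM, with 1.0% DMSO | Also added: Phospho 17-mer peptide substrate | Signal: Absorbance at 630 nm | Incubation: 45 min enzyme reaction at room temperature | Measure: % inhibition of SCP-1 phosphate liberation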
DNMT1 block: DNMT1 (human) enzyme inhibition; P26358; DNMT1 molecular beacon, Hinp1I cleavage, fluorescence; inhibition (reported as % activation of signal), % at 10 µM; 360,000 compounds, 0.83% hits; in the data active = inhibition above about 50%
Rpn11 inh: inhibitors of human proteasome Rpn11; human 26S proteasome, Ub4-pepOG fluorescence polarization; 20S core pre-blocked with epoxomicin; O00487; 360,000 compounds, 0.59% hits; calls only at 20 µM;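 active = inhibition at 20 µM, scaled to each plate's controls, above about 33%, limit read from the data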
CendR NRP1 mod: modulators of CendR peptide binding to human neuropilin-1. O14786. FAM-RPARPAR peptide binding to NRP-1, fluorescence polarization. inhibition, % at 25 µM. 360,000 compounds, 0.85% hits;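 active = inhibition or corrected inhibition above about 18%, plus a signal ratio from 0.5 to 1.5, limit read from the data, passing the limit was not always enough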; also: strong numbers were not always called active
SUMO1-SIM PPI: modulators of human SUMO1-mediated protein-protein interactions; inhibition, % at 20 µM; P63165; SUMO1 binding to a labelled peptide, TR-FRET, 1 h; AID 602429; 360,000 compounds, 0.33% hits; in the data active = inhibition above about 37%
Target sequence (P63165 whole entry, looked up): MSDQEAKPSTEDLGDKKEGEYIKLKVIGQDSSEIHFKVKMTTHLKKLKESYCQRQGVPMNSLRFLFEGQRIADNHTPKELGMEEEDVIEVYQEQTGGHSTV
NadD block: NadD (S. aureus) enzyme inhibition. purified NadD enzyme, colorimetric absorbance read-out. inhibition, % at 20 µM. 360,000 compounds, 0.78% hits. AID 602399; in the data active = inhibition above about 26%; also: some compounds past the cut are filed as inactive
SKN-1 inh: C. elegans SKN-1 inhibition; inhibition, % at 21.8 µM; C. elegans VP596 Pgst-4::GFP/RFP ratio, acrylamide-induced, 24 h; 360,000 compounds, 0.49% hits;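 active = interference check ratio from 0.5 to 1.5 plus GFP to RFP signal ratio inhibition reaching or exceeding a fixed threshold, cut at about 30% in these data, passing the limit was not always enough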; also: some compounds called inactive have numbers as strong as hits
MT1-MMP act inh: MT1-MMP (human) activation inhibition; HT1080 RFP-PRO-GFP cells, GFP/RFP ratio fluorescence, overnight; percent of plate control window, DMSO zero; GFP/RFP ratio change, % at 20 µM; 360,000 compounds, 0.061% hits; AID 651647;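 active = GFP/RFP ratio change of at least 30% with cell ATP level not reduced by more than half and red fluorescence within 50% of control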; also: strong numbers were not always called active
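Material: RFP-PRO-GFP reporter HT1080 cells. Dosing: single-point 20 µM compound, 1% DMSO. Controls: DMSO and RFP-L50D-GFP cell wells. Timing: cells overnight before dosing, compound overnight, 37 °C, 5% CO2. Measure: GFP/RFP fluorescence ratio.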
* hit, by the source's call; i = inactive; . = not tested or not shown.

Compound,LMPTP block,STEP block,Scp-1 inhibitor,DNMT1 block,Rpn11 inh,CendR NRP1 mod,SUMO1-SIM PPI,NadD block,SKN-1 inh,MT1-MMP act inh
CNC(=S)N/N=C(\C)c1ccc2c(c1)OCCO2,-2.0,-4,-10,2,i,2,-2,-2,5,7
CCSC(=O)N1c2ccc(OC)cc2C=CC1C#N (stereo not given),2.0,4,-5,3,i,1,-7,2,7,3
Cc1ccc(S(=O)(=O)N2CCN(C(=O)COC(=O)COc3ccccc3)CC2)cc1,-0.8,1,-8,-7,i,2,2,-4,5,-3
Cn1ccnc1CN1CCN(C(=O)c2cc(COc3ccc(F)c(F)c3)on2)CC1,-5.2,0,-7,-2,i,-5,-3,-6,2,1
CCCCn1c(N)c(N(CCOC)C(=O)CCNC(=O)c2ccccc2Cl)c(=O)[nH]c1=O,-0.5,1,-6,-1,i,2,-3,0,3,0
COc1cccc(F)c1C(C[N+](=O)[O-])c1c(N)n(C)c(=O)n(C)c1=O (stereo not given),-1.3,-3,-14,0,i,-3,-4,-8,11,6
CS(=O)(=O)N1CCN(C(=O)c2ccncc2)CC1,0.6,3,-3,2,i,2,-1,-3,2,-1
Cc1cc(C)n(-c2cc(Cl)ccc2[N+](=O)[O-])n1,-1.0,-1,-8,3,i,8,-12,2,-3,1
COc1ccc(C2CC3(O)NC(=O)C(C#N)(C3C)C2(C#N)C#N)cc1 (stereo not given),1.1,-1,5,2,i,-2,-4,3,-5,4
O=C(COc1ccc(Cl)cc1)Nc1cccc(S(=O)(=O)NC2=NCCCCC2)c1,1.0,2,-9,3,i,0,2,4,14,4
CC(C)(C)c1ccc(C(=O)N2CCC(C(=O)NCc3ccncc3)CC2)cc1,-0.5,-3,-5,1,i,10,-2,-3,-5,4
O=C(NC(=S)Nc1nc(-c2cccc3ccccc23)cs1)c1cc2ccccc2o1,-2.7,-3,-5,33,i,10,-3,27,7,3
CC(=O)OCP(C)(=O)COC(C)=O,-0.4,-3,8,1,i,-8,-3,4,-36,0
Cc1nc2sccn2c(=O)c1S(=O)(=O)NCCc1ccc(Cl)cc1,1.2,0,2,5,i,8,0,-4,10,0
Cc1ccc(NC(=O)c2cc([N+](=O)[O-])ccc2N2CCOCC2)cc1C,1.6,-1,-10,0,i,6,-25,-3,28,1
CSCc1c(C(=O)NC2CCCc3ccccc32)oc2ccccc12 (stereo not given),2.9,0,-13,0,i,-6,-2,7,8,-23
O=C(O)COc1cnc2ccccc2n1,-0.6,-4,7,3,i,-19,-3,2,6,-9
Cc1nc(NC(=O)c2ccccc2O)sc1C,0.7,0,-7,0,i,-4,4,-3,-2,-3
O=C1CSC(c2cccnc2)N1c1ccccc1 (stereo not given),-2.5,-1,5,0,i,1,-1,-2,1,1
COc1ccc(N=C2SC(C(N)=O)CC(=O)N2CCc2ccc(OC)c(OC)c2)cc1 (stereo not given),-0.4,-3,1,2,i,9,0,7,15,0
CC(C)(C)NC(=O)/C=C/c1ccc(C(F)(F)F)cc1,-0.8,-4,-9,0,i,3,-3,-4,3,3
O=C(NCCc1c[nH]c2ccccc12)/C(=C\c1cccnc1)NC(=O)c1cccs1,0.8,-3,-3,2,i,-14,-6,-5,-8,-3
Cc1cccc(OC(C)C(=O)Nc2ccccc2C(=O)N2CCCCC2)c1 (stereo not given),-0.4,-2,-2,1,i,10,2,-10,-4,1
Cc1ccc(CN(CC(O)COc2cccc3[nH]cc(C)c23)C(C)(C)C)cc1 (stereo not given),0.5,-2,-7,-1,i,-11,5,-12,-11,-1
Cc1ccc(NC(=O)C2CC(O)CN2C(=O)OCc2ccccc2)cc1C (stereo not given),-0.1,-5,-2,4,i,20,-3,-3,23,-1
NCC(O)COc1ccc2c(c1)OCO2 (stereo not given),0.9,1,-2,-2,i,-8,2,2,11,-2
O=C(COC(=O)c1cccnc1Cl)c1ccccc1,-0.4,0,0,-1,i,8,0,-4,10,4
CCOC(=O)C1(CC2CC2)CCN(Cc2cn[nH]c2-c2cccc(F)c2)CC1,-1.2,-2,-3,2,i,12,-3,-6,8,0
COc1ccc(C(=O)NCC(=O)OCc2nc(N)nc(Nc3ccccc3C)n2)cc1,0.2,0,-5,-5,i,2,-5,7,0,.
COc1ccc(CSCC(=O)N/N=C/c2ccccc2O)cc1,0.5,2,-2,6,i,-4,-4,6,3,5

Continuation:
Letter code – A = LMPTP block; B = STEP block; C = Scp-1 inhibitor; D = DNMT1 block; E = Rpn11 inh; F = CendR NRP1 mod; G = SUMO1-SIM PPI; H = NadD block; I = SKN-1 inh; J = MT1-MMP act inh
> CC(C)c1ccc(NC(=O)c2ccc3snnc3c2)cc1
  A = -0.3 | B = 1 | C = -10 | D = 2 | E = i | F = 7 | G = 0 | H = -6 | I = -19 | J = 9
> O=[N+]([O-])c1cnc2ccccn12
  A = -0.8 | B = -5 | C = -11 | D = -3 | E = i | F = 2 | G = -23 | H = -2 | I = 11 | J = -2
> CN1CCN(C(=S)NC(=O)c2ccc(C(C)(C)C)cc2)CC1
  A = -4.6 | B = -3 | C = -4 | D = -1 | E = i | F = 1 | G = 4 | H = 2 | I = -6 | J = -2
> O=C(COC(=O)c1cccnc1Cl)c1ccc2c(c1)OCCO2
  A = -1.3 | B = -4 | C = -7 | D = 0 | E = i | F = -4 | G = -2 | H = -5 | I = -1 | J = -2
> COc1ccc(-c2ccc(-c3cc(=O)oc4cc(OC)c(OC)c(OC)c34)cc2)cc1F
  A = 4.1 | B = 1 | C = -7 | D = -3 | E = i | F = -7 | G = -10 | H = -5 | I = 10 | J = -4
> COc1ccc(CCNCC(=O)Nc2ccc(C)c(S(=O)(=O)N(C)C)c2)cc1OC
  A = -2.2 | B = 1 | C = 8 | D = 0 | E = i | F = -3 | G = -2 | H = -10 | I = 2 | J = 3
> Cc1ccc(S(=O)(=O)N2C[C@H]3[C@H]4C(=O)N(C)C(=O)[C@H]4CC(=O)[C@H]3[C@@H]2c2ccccc2Cl)cc1
  A = -0.8 | B = 0 | C = . | D = 3 | E = i | F = 7 | G = 3 | H = -5 | I = 4 | J = 3
> CCOC(=O)c1ccc(NC(=S)N2CCN(C)CC2)cc1
  A = -4.2 | B = 2 | C = -6 | D = -3 | E = i | F = -1 | G = -1 | H = 3 | I = -2 | J = 0
> CCOc1ccccc1NC(=O)c1ccc2[nH]c(C)c(C)c2c1
  A = 1.0 | B = 1 | C = -5 | D = -3 | E = i | F = -12 | G = -2 | H = 11 | I = -3 | J = 5
> O=C(COC(=O)c1cccc(F)c1)Nc1cccnc1Cl
  A = -0.5 | B = 4 | C = -5 | D = -1 | E = i | F = -5 | G = 2 | H = -3 | I = 4 | J = 8
> Cc1cccc(-c2noc(CCC(=O)NCc3ccco3)n2)c1
  A = 0.0 | B = -2 | C = -4 | D = 4 | E = i | F = -1 | G = -2 | H = 5 | I = 11 | J = 4
> CCOC(=O)C1(C)/C(=N/Nc2ccccc2OC)C(=O)C(=O)N1c1ccccc1 (stereo not given)
  A = 4.0 | B = 5 | C = -7 | D = -5 | E = i | F = 7 | G = -36 | H = 6 | I = 11 | J = -3
> O=C(NCc1ccccc1F)c1ccc(S(=O)(=O)N2CCCC2)cc1
  A = 2.5 | B = 1 | C = . | D = -4 | E = i | F = -10 | G = 0 | H = 1 | I = -5 | J = 1
> CCCc1ccc(Oc2cc(Cl)nc(N)n2)cc1
  A = 0.7 | B = -4 | C = -7 | D = -3 | E = i | F = -7 | G = 1 | H = -8 | I = -4 | J = -3
> Cc1cccc2c1-c1sc(C(=O)NCCCN3CCCC(C)C3)cc1CO2 (stereo not given)
  A = 1.4 | B = 2 | C = -1 | D = 0 | E = i | F = -1 | G = -27 | H = -4 | I = 21 | J = 0
> Cc1ccc(N2CC(C(=O)Nc3nc4ccc(S(C)(=O)=O)cc4s3)CC2=O)cc1 (stereo not given)
  A = 0.3 | B = 3 | C = -6 | D = -8 | E = i | F = -23 | G = 0 | H = 23 | I = 11 | J = -10
> CC(CN1CCCCC1)OC(=O)c1ccc2c(c1)OCO2 (stereo not given)
  A = 1.2 | B = 3 | C = 3 | D = 5 | E = i | F = -3 | G = -1 | H = -5 | I = -15 | J = -2

An excerpt from above in order of count of non-hydrogen atoms, descending:
Letter code – A = LMPTP block; B = STEP block; C = Scp-1 inhibitor; D = DNMT1 block; E = Rpn11 inh; F = CendR NRP1 mod; G = SUMO1-SIM PPI; H = NadD block; I = SKN-1 inh; J = MT1-MMP act inh
> Cc1ccc(S(=O)(=O)N2C[C@H]3[C@H]4C(=O)N(C)C(=O)[C@H]4CC(=O)[C@H]3[C@@H]2c2ccccc2Cl)cc1
  A = -0.8 | B = 0 | C = . | D = 3 | E = i | F = 7 | G = 3 | H = -5 | I = 4 | J = 3
> COc1ccc(-c2ccc(-c3cc(=O)oc4cc(OC)c(OC)c(OC)c34)cc2)cc1F
  A = 4.1 | B = 1 | C = -7 | D = -3 | E = i | F = -7 | G = -10 | H = -5 | I = 10 | J = -4
> COc1ccc(CCNCC(=O)Nc2ccc(C)c(S(=O)(=O)N(C)C)c2)cc1OC
  A = -2.2 | B = 1 | C = 8 | D = 0 | E = i | F = -3 | G = -2 | H = -10 | I = 2 | J = 3
> CCOC(=O)C1(C)/C(=N/Nc2ccccc2OC)C(=O)C(=O)N1c1ccccc1 (stereo not given)
  A = 4.0 | B = 5 | C = -7 | D = -5 | E = i | F = 7 | G = -36 | H = 6 | I = 11 | J = -3
> Cc1cccc2c1-c1sc(C(=O)NCCCN3CCCC(C)C3)cc1CO2 (stereo not given)
  A = 1.4 | B = 2 | C = -1 | D = 0 | E = i | F = -1 | G = -27 | H = -4 | I = 21 | J = 0
> O=C(NCc1ccccc1F)c1ccc(S(=O)(=O)N2CCCC2)cc1
  A = 2.5 | B = 1 | C = . | D = -4 | E = i | F = -10 | G = 0 | H = 1 | I = -5 | J = 1
> CCOc1ccccc1NC(=O)c1ccc2[nH]c(C)c(C)c2c1
  A = 1.0 | B = 1 | C = -5 | D = -3 | E = i | F = -12 | G = -2 | H = 11 | I = -3 | J = 5
> CN1CCN(C(=S)NC(=O)c2ccc(C(C)(C)C)cc2)CC1
  A = -4.6 | B = -3 | C = -4 | D = -1 | E = i | F = 1 | G = 4 | H = 2 | I = -6 | J = -2
> CCOC(=O)c1ccc(NC(=S)N2CCN(C)CC2)cc1
  A = -4.2 | B = 2 | C = -6 | D = -3 | E = i | F = -1 | G = -1 | H = 3 | I = -2 | J = 0
> CCCc1ccc(Oc2cc(Cl)nc(N)n2)cc1
  A = 0.7 | B = -4 | C = -7 | D = -3 | E = i | F = -7 | G = 1 | H = -8 | I = -4 | J = -3
> O=[N+]([O-])c1cnc2ccccn12
  A = -0.8 | B = -5 | C = -11 | D = -3 | E = i | F = 2 | G = -23 | H = -2 | I = 11 | J = -2

Not a hit list. About 3.9% of those tested had a hit in this group.
